HT1080-NT tox: kills 2HG-producing HT-1080-NT fibrosarcoma cells | Potency, µM (titrated, usually from 46.1 µM), for inactives: top-dose activity, negative = less viability, most hits filed as cytotoxic | HT-1080-NT fibrosarcoma viability, CellTiter-Glo ATP luminescence, 48 h | 360,000 compounds, 1.6% hits;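 further: NT is the 2HG producing partner of a matched IDH1 knockdown line; potency means the concentration at half of the fitted maximal effect; 0% = DMSO-treated cells and -100% = media-only wells without cells; nearly all actives have a fitted effect of over 55% in size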
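Compounds were tested in concentration-response format on HT-1080-NT cells for 48 hours at 37 degrees C. Cell viability came from CellTiter-Glo luminescence; curves were classified by r2, response magnitude and activity.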
SW480 rerep: inducers of DNA re-replication in SW480 colon cancer cells; SW480 DNA re-replication, Hoechst DNA content imaging, 48 h; 340,000 compounds, 1.8% hits; Potency, µM (titrated, usually from 46.1 µM), inactives show at the highest dose re-replication activation, most hits filed as activators; further: potency means the concentration at half of the fitted maximal effect; % of control where 0% means no effect; nearly all actives have a fitted effect of over 55% in size
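Image-based DNA-content assay: after two days of treatment, nuclei were labelled with the DNA dye Hoechst and imaged, and hits were compounds raising the count of nuclei showing high fluorescence intensity.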
D3 antag: blocks the human D3 dopamine receptor. D3R cells, DiscoveRx beta-arrestin luminescence, antagonist mode; stronger effect = lower value. max response, negative = inhibition, %. 360,000 compounds, 2.5% hits. AID 652054; in the data active means max response below about -50%; inconclusive means no clear call, values can overlap the other calls; further: on the % scale 0 is the no-effect control and ±100 the full control effect; mostly tested at two doses, the higher about 12 µM
Target sequence (P35462 whole entry, looked up): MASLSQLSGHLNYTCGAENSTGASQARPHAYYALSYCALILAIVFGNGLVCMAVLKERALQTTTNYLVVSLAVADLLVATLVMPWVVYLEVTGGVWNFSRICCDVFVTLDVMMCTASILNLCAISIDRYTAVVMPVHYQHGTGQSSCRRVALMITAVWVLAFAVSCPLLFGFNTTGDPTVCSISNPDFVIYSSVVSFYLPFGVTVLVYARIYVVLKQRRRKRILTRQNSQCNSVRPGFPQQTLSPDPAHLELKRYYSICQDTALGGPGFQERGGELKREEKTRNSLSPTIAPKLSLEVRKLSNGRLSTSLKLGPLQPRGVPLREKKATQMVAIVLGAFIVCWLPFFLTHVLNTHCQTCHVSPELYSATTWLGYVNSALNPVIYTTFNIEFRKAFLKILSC
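Cells plated overnight at 1500 cells/well, then exposed to library compounds with dopamine controls for 90 minutes at 37 degrees C. DiscoveRx reagent added for 30–60 minutes at room temperature; luminescence read, quantitative HTS format.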
HT1080 IDH1KD tx: toxicity to HT-1080 IDH1 knockdown cells (counter line); HT-1080 IDH1 knockdown viability, ATP luminescence, 48 h; 360,000 compounds, 2% hits; Potency, µM (titrated, usually from 46.1 µM), for the others: at the top dose activity, negative = toxicity, hits mostly cytotoxic;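 further: potency means the concentration at half of the fitted maximal effect; 0% = DMSO wells and -100% = cell-free medium wells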
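% activity derives from luminescence (CellTiter-Glo), normalised to DMSO and no-cell wells. HT-1080-IDH1KD cells, 750/well, had 48 h compound exposure at 37 °C.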
KB-V1 MDR tox: kills drug-selected multidrug resistant KB-V1 cells; KB-V1 MDR cells viability, CellTiter-Glo, 72 h; Potency, µM (highest dose often 46.1 µM), for the others: at the top dose activity change, negative = cytotoxicity, hits mostly cytotoxic; 400,000 compounds, 3.4% hits; further: potency means the concentration at half of the fitted maximal effect; on the % scale 0 is the no-effect control and ±100 the full control effect; nearly all actives have a fitted effect of over 60% in size
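Cytotoxicity via CellTiter-Glo luminescence after 72 h compound exposure at 37 degrees C. Cells: drug-selected KB-V1 line, DMEM phenol-red free plus 10% FBS. Compounds tested at multiple concentrations; normalized data fitted to concentration-effect curves.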
DRD3 agonist: D3 dopamine receptor (human) agonism; P35462; D3R DiscoveRx beta-arrestin cells, luminescence, 90 min; max activation, %; 410,000 compounds, 0.58% hits; in the data active means max activation above about 30%; further: 0% is about no effect; mostly tested at two doses, the higher about 12 µM
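Agonist-mode cell screen: cells plated at 1500/well and incubated overnight at 37 °C, then exposed to library compounds for 90 min at 37 °C. Detection reagent was added for 30–60 min at room temperature, and luminescence was read.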
KB-3-1 tox: KB-3-1 parental cell cytotoxicity | KB-3-1 viability, CellTiter-Glo ATP luminescence, 72 h | Potency, µM (series often up to 46.1 µM), for inactives: at the top dose activity change, negative = cytotoxic, hits mostly cytotoxic | 400,000 compounds, 1.4% hits; further: potency means the concentration at half of the fitted maximal effect; on the % scale 0 is the no-effect control and ±100 the full control effect; nearly all actives have a fitted effect of over 60% in size
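Cytotoxicity in the drug-sensitive parental line KB-3-1 was scored as loss of CellTiter-Glo luminescence following 72 h incubation with compound. Values come from curve fitting of normalized concentration-response data.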
GLP-1R agonist: activates the human GLP-1 receptor. HEK293 GLP-1R CRE-luciferase, luminescence, 4-6 h; cells express a hypersensitive GLP-1R form. P43220. AID 624172. Potency, µM (top dose mostly 45.6 µM), for inactives: top-dose activation, most hits filed as activators. 380,000 compounds, 0.007% hits; further: potency means the concentration at half of the fitted maximal effect; % of control where 0% means no effect
Target sequence (P43220 whole entry, looked up): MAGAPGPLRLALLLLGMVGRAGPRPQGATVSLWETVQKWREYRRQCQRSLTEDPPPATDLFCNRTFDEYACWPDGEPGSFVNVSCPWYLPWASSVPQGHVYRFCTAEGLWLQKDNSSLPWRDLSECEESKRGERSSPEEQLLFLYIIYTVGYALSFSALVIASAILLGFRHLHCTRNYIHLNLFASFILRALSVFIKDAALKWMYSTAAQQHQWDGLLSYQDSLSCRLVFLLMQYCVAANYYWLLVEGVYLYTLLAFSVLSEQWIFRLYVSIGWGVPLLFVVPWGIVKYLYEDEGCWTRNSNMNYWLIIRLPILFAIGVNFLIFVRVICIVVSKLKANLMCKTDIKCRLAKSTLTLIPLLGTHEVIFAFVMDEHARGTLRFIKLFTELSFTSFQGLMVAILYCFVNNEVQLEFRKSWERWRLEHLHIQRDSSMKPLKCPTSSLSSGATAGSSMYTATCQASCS
IL1B secr inh: inhibitors of inflammasome signaling (IL-1 beta secretion) | THP-1 LPS/ATP IL-1B secretion, AlphaLISA, 16 h; stronger effect = lower value | activity change, % at 57.5 µM | 360,000 compounds, 4.7% hits | AID 743279; in the data active means activity change below about -50%; inconclusive means mostly about -30% to -49%; further: on the % scale 0 is the no-effect control and ±100 the full control effect
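Secreted IL-1B measured by AlphaLISA bead assay after 16 h compound exposure of THP-1 cells; compounds (final up to 57.5 uM) added 1 h before LPS (250 ng/mL) and ATP (1.25 mM) stimulation; lower signal means less secretion.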
* hit, by the source's call; ? = inconclusive; / = not tested or not shown; [ ] = dose if it differs, or a comment. Unless noted, the call rests on the fitted dose curve; in most records, active means well fitted curve in the direction sought with a large enough effect; inconclusive means small, poorly fitted or top-dose-only effect, or another doubt; inactive means no such curve, though single readings can be large; an effect the other way counts as inactive or inconclusive.

Abbreviations: A = HT1080-NT tox; B = SW480 rerep; C = D3 antag; D = HT1080 IDH1KD tx; E = KB-V1 MDR tox; F = DRD3 agonist; G = KB-3-1 tox; H = GLP-1R agonist; I = IL1B secr inh
Cc1ccc([C@H]2N[C@]3(CCCN(Cc4ccc(C(F)(F)F)cc4)C3=O)[C@H]3C(=O)N(Cc4ccccc4)C(=O)[C@@H]23)cc1
  A = -22% | B = / | C = -6 | D = -28% | E = 3% | F = -9 | G = 0% | H = -2% | I = -70*
O=C(N/N=C/c1ccc(N2CCOCC2)s1)c1ccccc1Cl
  A = -1% | B = 5% | C = -3 | D = -5% | E = -2% | F = -1 | G = 21% | H = 5% | I = -11
Cc1ccc(C(=O)N(CC(=O)NC2CCCC2)c2ccccc2F)s1
  A = 11% | B = / | C = -1 | D = 3% | E = -20% | F = -2 | G = -10% | H = -6% | I = -6
Cc1ccc(Nc2ccc(C(=O)NCCc3ccccc3)cn2)cc1
  A = 9% | B = -12% | C = 18 | D = 2% | E = ? | F = 2 | G = 15% | H = 1% | I = -1
C[C@H]1CN([C@@H](C)CO)C(=O)CCCn2nncc2CO[C@@H]1CN(C)Cc1ccc2c(c1)OCO2
  A = 1% | B = / | C = 5 | D = -4% | E = -21% | F = 9 | G = -3% | H = 1% | I = -14
Cc1cc(=O)[nH]c(N/N=C/c2sccc2C)n1
  A = -1% | B = 1% | C = -3 | D = 0% | E = 16% | F = 2 | G = -12% | H = -3% | I = 1
O=C(O)c1ccccc1S(=O)(=O)CC(=O)N1CCCCC1
  A = 23% | B = -17% | C = -6 | D = 13% | E = 1% | F = 4 | G = 13% | H = 7% | I = 9
O=C(NCC(c1ccco1)N1CCCCC1)c1ccc(NS(=O)(=O)c2ccc(F)cc2)cc1 (centres undefined)
  A = -2% | B = 13% | C = -26 | D = -8% | E = / | F = -38 | G = / | H = 6% | I = 13
CCn1c(=O)c2cc(C(=O)Nc3cc(OC)c(OC)c(OC)c3)sc2c2ccccc21
  A = / | B = / | C = / | D = / | E = ? | F = -10 | G = -18% | H = 0% | I = /
COc1ccc(OCC(=O)NCCC2=CCCCC2)c([N+](=O)[O-])c1
  A = 14% | B = -2% | C = 34 | D = 5% | E = -2% | F = -1 | G = -2% | H = 25% | I = -10
O=C1CCC(C(=O)N2CCCCCC2)CN1Cc1cccc(C(F)(F)F)c1 (centres undefined)
  A = -2% | B = 5% | C = -14 | D = -1% | E = -3% | F = 0 | G = 14% | H = -3% | I = 2
O=C1C=C(Nc2ccc(Cl)cc2Cl)CC(c2ccco2)C1 (centres undefined)
  A = 3.7µM* | B = 16µM* | C = -9 | D = 2.3µM* | E = 7.3µM* | F = -9 | G = 6.5µM* | H = 19% | I = -2
Cc1snnc1C(=O)NC(=S)Nc1ccccc1
  A = 17% | B = -1% | C = -24 | D = -4% | E = 14% | F = -10 | G = 7% | H = 4% | I = 14
O=C(CC1CCCC1)N1CCN(S(=O)(=O)c2ccccc2)CC1
  A = -2% | B = -3% | C = -6 | D = -2% | E = -3% | F = -3 | G = -4% | H = -5% | I = 5
Cc1ccc(C)c(Nc2c(F)c(F)c(F)c(F)c2C(=O)O)c1
  A = -18% | B = -4% | C = 0 | D = -9% | E = 6% | F = 12 | G = 10% | H = -1% | I = 12
CCCN(CCC)CC(O)CN(c1cc([N+](=O)[O-])ccc1OC)S(=O)(=O)c1ccccc1 (centres undefined)
  A = -22% | B = 12% | C = -65* | D = -5% | E = ? | F = -1 | G = -22% | H = 3% | I = ?
CCN(CC)CCN(C(=O)c1ccc(CN2CCCCC2)o1)C(C(=O)NC1CCCCC1)c1ccc(F)cc1 (centres undefined)
  A = 8% | B = -17% | C = 3 | D = 5% | E = 18% | F = 2 | G = 9% | H = 8% | I = -7
Cn1nc(N)c2c(-c3ccccc3)c(C#N)c(N)nc21
  A = 0% | B = -3% | C = -5 | D = 1% | E = -4% | F = 4 | G = 0% | H = -3% | I = 1
CC(C)(C)OC(=O)N1CCC(C(=O)N[C@H](Cc2ccccc2)C(=O)O)CC1
  A = 17% | B = 0% | C = 17 | D = 14% | E = 9% | F = 8 | G = 8% | H = -9% | I = 6
N#Cc1c(/N=C/c2cccs2)sc2c1CCC2
  A = -2% | B = -3% | C = 7 | D = -2% | E = 9% | F = -3 | G = 4% | H = -6% | I = -17
C=CCN(CC=C)Cc1cc(=O)oc2ccc3ccccc3c12
  A = ? | B = / | C = 15 | D = ? | E = -10% | F = 1 | G = ? | H = 0% | I = 0
CCCCc1cc2c(c(NC(=O)CC)n1)c(=O)oc1ccccc12
  A = -10% | B = -5% | C = -7 | D = 1% | E = 16µM* | F = 4 | G = 0% | H = 19% | I = 7
CC(C)CN(C(=O)COC(=O)CNC(=O)c1ccccc1F)c1c(N)n(Cc2ccccc2)c(=O)[nH]c1=O
  A = -1% | B = 1% | C = 16 | D = -1% | E = -3% | F = -3 | G = 10% | H = -1% | I = 13
COc1cc2c(=O)n(Cc3ccccc3)c(=O)n(CC(=O)NCC3CCCO3)c2cc1OC (centres undefined)
  A = 5% | B = -3% | C = -1 | D = 12% | E = 21µM* | F = 1 | G = 18% | H = 0% | I = -11
Cc1nn(-c2ccccc2)c(C)c1/C=N/NC(=O)c1cc(-c2ccccc2)n[nH]1
  A = 0.73µM* | B = ? | C = -14 | D = ? | E = ? | F = -12 | G = 0.41µM* | H = 20% | I = 16
CCOc1ccc(NC(=O)CC(Cc2ccc(Cl)cc2)C(=O)O)cc1 (centres undefined)
  A = 0% | B = 3% | C = -6 | D = 4% | E = ? | F = -6 | G = 17% | H = 5% | I = 34
CCN1CCN(c2cc(C)c3cc(NC(=S)N4CCN(c5ccccc5F)CC4)ccc3n2)CC1
  A = ? | B = 15% | C = -17 | D = -16% | E = 1% | F = -11 | G = -2% | H = 2% | I = -9
O=C(NC1CCCC1)C1c2ccccc2OCC(=O)N1CC(F)(F)F (centres undefined)
  A = 20% | B = / | C = ? | D = 11% | E = -3% | F = -12 | G = 15% | H = 6% | I = 35
CC(=O)OC1C(OC(C)=O)N(C(C)=O)C(=O)N1C(C)=O (centres undefined)
  A = 10% | B = -1%[9.22 µM] | C = -14 | D = 10% | E = 15% | F = -2 | G = 9% | H = -5% | I = 25
CC1CCCC(C)N1C(=O)COC(=O)CCC(=O)c1ccc(F)cc1 (centres undefined)
  A = 4% | B = -9% | C = 12 | D = 4% | E = 0% | F = -2 | G = 3% | H = 2% | I = 0
COc1cccc(/C=C2\N=C(C3CCCCC3)OC2=O)c1OC
  A = 16% | B = 0% | C = -20 | D = 13% | E = 4% | F = -7 | G = 12% | H = -1% | I = 16
CC1(C)Oc2c(ccc(O)c2CN2CCOCC2)C2=C1CCCC2
  A = 18% | B = -9% | C = ? | D = 24% | E = 18µM* | F = -19 | G = 10% | H = 2% | I = -28
COC(=O)C(O)(NC(=O)NC(C)=O)C(F)(F)F (centres undefined)
  A = -1% | B = -2% | C = -12 | D = 2% | E = 11% | F = -3 | G = -1% | H = 12% | I = -8
O=C1CSc2ccccc2N1Cc1ccc(F)cc1
  A = 4%[9.24 µM] | B = 0% | C = 2 | D = ? | E = 6% | F = -3 | G = 5% | H = -10% | I = 26
COC(=O)c1ccc(C)c(NC(=O)CN(c2ccc3c(c2)OCO3)S(C)(=O)=O)c1
  A = 11% | B = -5% | C = 0 | D = 2%[9.24 µM] | E = ? | F = 2 | G = 20% | H = 0% | I = 28
CC(=O)NC(C)c1nc2ccccc2n1Cc1ccccc1F (centres undefined)
  A = 7% | B = -22% | C = 9 | D = 11% | E = -22% | F = 5 | G = 9% | H = -1% | I = 22
CN(C(=O)c1cccc(NC(=O)Cc2ccc(NC(=O)C3CCCN(C(=O)C4CCCC4)C3)cc2)c1)C1CCCCC1 (centres undefined)
  A = 1% | B = -22% | C = 10 | D = 2% | E = 0% | F = 10 | G = 0% | H = -6% | I = 31
COc1ccc(NC(=O)NCc2ccccn2)cc1
  A = 8% | B = -1% | C = ? | D = -1% | E = 11% | F = 0 | G = 1% | H = -12% | I = -11
Cc1ccsc1C(=O)OCC(=O)NCc1cccs1
  A = 9% | B = / | C = 12 | D = 4% | E = 22% | F = 4 | G = 3% | H = -4% | I = 22
COc1cc(CN2CCNC(=O)C2CC(=O)NCCc2ncccc2C)cc(OC)c1 (centres undefined)
  A = 10% | B = -4% | C = -18 | D = 4% | E = 27% | F = -2 | G = -6% | H = 8% | I = 16
COC(=O)[C@H](CC(C)C)NC(=O)Cn1cnc2c(OCc3ccccc3)ncnc21
  A = -4% | B = -61%[inhibitor] | C = -8 | D = -1% | E = -3% | F = 1 | G = 0% | H = -1% | I = 48
COc1ccc2c(c1)Cc1sc(NC(=O)c3ccccc3)nc1-2
  A = -2% | B = -5% | C = ? | D = -7% | E = -17% | F = 0 | G = -3% | H = 0% | I = -4
CCOC(=O)C1(C)Oc2ccccc2C(c2ccc(OC)cc2)=C1C(=O)OC (centres undefined)
  A = 1% | B = -95%[inhibitor] | C = 6 | D = -3% | E = -10% | F = -14 | G = -7% | H = 6% | I = -12
COC(=O)Cn1c2ccc(C)cc2c2nc3ccccc3nc21
  A = -1% | B = 15% | C = 0 | D = -8% | E = -5% | F = -6 | G = -13% | H = 9% | I = 18
Cc1cccc(Cl)c1NC(=O)NCCCN1CCCCC1C (centres undefined)
  A = 16% | B = / | C = 4 | D = 15% | E = -10% | F = 6 | G = 6% | H = 6% | I = -15
CCc1ccccc1Nc1nc2ccccc2n1CC
  A = 11% | B = -15% | C = 25 | D = 14% | E = ? | F = 4 | G = -1% | H = 8% | I = 5
O=C(NC1CCCC1)C1CCN(C(=O)c2ccc(Cl)cc2Cl)CC1
  A = 18% | B = 1% | C = 7 | D = 6% | E = -2% | F = 8 | G = 9% | H = 0% | I = 12

Taken from above.
SW480 rerep, `Cc1snnc1C(=O)NC(=S)Nc1ccccc1` is entered as -1%
IL1B secr inh, `COC(=O)c1ccc(C)c(NC(=O)CN(c2ccc3c(c2)OCO3)S(C)(=O)=O)c1` is entered as 28

Screens deposited in PubChem by National Center for Advancing Translational Sciences (NCATS).
